High-throughput results deposited in PubChem by several laboratories.
rCAG RNA binder – binds r(CAG) RNA repeats; AID 651821; inhibition, % at 3 µM; 370,000 tested, 1.3% active; r(CAG) RNA repeat, TO-PRO-1 dye displacement fluorescence;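 active = inhibition above the plate cutoff, the mean of all test compounds on that plate plus 3 SD, cut at about 35% in these data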;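 also: 0% = DMSO alone and 100% = 100 µM mitoxantrone as full dye displacement; higher means more dye released from RNA so lower well fluorescence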
ARFGAP1 inh – rat ARFGAP1 inhibition | Q62848 | Arfgap1-stimulated ARF1 GTP hydrolysis, GDP FP detection | inhibition, % at 16.5 µM | 360,000 tested, 0.26% active | AID 651572;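 active = inhibition above a per-plate limit, mean inhibition of low control wells plus 3 SD, cut at about 25% in these data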;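 also: 0% = DMSO wells with enzyme and 100% = wells lacking Arfgap1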
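System: truncated rat Arfgap1 GAP domain / Medium: HEPES-based buffer, pH 7.5 / Also added: N-terminally truncated human ARF1-GTP substrate / Incubation: enzyme reaction 120 min at 25 °C after 20 min preincubation / Measured by: FP of antibody-bound GDP Alexa 633 tracer, ex 620/em 688 nm / Replicates: singlicate, each compound tested once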
Rev-erbA mod – Rev-erb alpha (human) modulation. P20393. Rev-erbα–FITC-DNA binding, fluorescence polarization, 90 min. 370,000 tested, 0.79% active. activity, % at 10 µM. AID 1259318;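 active = activity above about 14%, limit read from the data; passing the limit was not always enough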;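 also: 0% = DMSO wells with 35 nM protein and 100% = DMSO wells with 750 nM protein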
SMARCA2 act – SMARCA2 function activation, primary screen; MG213 cells, MMTV-luciferase reporter, dexamethasone, overnight; activation, % at 9.1 µM; 370,000 tested, 1% active; in the data active = activation above about 7.8%;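 also: 0% = vehicle wells and 100% = reference activator wells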
GC-B act – GC-B (human) receptor activation; 370,000 tested, 0.11% active; AID 1920062; P20594; HEK293-GC-B cells, CNP EC30, cGMP TR-FRET; 0% at EC30 CNP, 100% saturating CNP; activation, % at 10 µM;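 active = activation at 10 µM reaching about 35% in either raw or pattern-adjusted values, limit read from the data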
Target sequence (P20594 whole entry, looked up): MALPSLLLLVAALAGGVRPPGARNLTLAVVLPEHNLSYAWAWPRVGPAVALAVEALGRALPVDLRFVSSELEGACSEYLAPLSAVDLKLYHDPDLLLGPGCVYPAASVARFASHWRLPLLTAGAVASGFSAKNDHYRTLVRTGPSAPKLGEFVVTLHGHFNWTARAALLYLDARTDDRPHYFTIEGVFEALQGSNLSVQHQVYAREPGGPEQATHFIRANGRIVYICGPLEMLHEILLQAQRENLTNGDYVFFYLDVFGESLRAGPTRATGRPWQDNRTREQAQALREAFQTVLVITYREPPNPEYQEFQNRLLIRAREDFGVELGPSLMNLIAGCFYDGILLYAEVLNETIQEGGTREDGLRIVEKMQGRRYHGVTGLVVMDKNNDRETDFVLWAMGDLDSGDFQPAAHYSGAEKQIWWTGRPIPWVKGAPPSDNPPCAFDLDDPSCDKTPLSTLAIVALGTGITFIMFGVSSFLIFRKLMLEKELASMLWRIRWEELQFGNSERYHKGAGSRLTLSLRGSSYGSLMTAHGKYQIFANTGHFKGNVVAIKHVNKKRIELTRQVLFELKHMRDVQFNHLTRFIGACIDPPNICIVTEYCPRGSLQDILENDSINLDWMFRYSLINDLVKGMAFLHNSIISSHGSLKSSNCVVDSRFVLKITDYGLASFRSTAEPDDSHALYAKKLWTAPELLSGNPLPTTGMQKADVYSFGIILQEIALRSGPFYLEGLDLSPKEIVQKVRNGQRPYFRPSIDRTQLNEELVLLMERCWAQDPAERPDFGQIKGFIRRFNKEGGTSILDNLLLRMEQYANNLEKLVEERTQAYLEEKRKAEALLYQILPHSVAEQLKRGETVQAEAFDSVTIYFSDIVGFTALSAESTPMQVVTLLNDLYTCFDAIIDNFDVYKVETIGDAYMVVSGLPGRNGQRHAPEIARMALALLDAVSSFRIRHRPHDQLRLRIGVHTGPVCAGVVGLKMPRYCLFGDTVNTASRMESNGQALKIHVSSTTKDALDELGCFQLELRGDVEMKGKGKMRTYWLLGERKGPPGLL
PG9 Ab binder – small molecules binding HIV-1 gp120 antibody PG9. TR-FRET gp120-PG9 antibody binding. inhibition, % at 6.7 µM. 360,000 tested, 0.43% active; in the data active = inhibition above about 8.5%
HTRA1 inh – HTRA1 (human) protease inhibition; Q92743; recombinant HTRA1, FP-rhodamine activity-based probe, fluorescence polarization; inhibition, % at 5.96 µM; 340,000 tested, 0.5% active; in the data active = inhibition above about 36%;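 also: 0% = enzyme with DMSO and 100% = wells lacking enzyme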
GC-A act – GC-A (human) enzyme activation | AID 1671463 | P16066 | 370,000 tested, 0.14% active | activation, % at 10 µM | HEK293 GC-A cells, cGMP TR-FRET, EC30 ANP; 0% at EC30 ANP, 100% saturating ANP; in the data active = activation above about 40%
ABHD4 inh – inhibits mouse alpha/beta hydrolase domain 4. 370,000 tested, 0.54% active. Q8VD66. AID 720543. inhibition, % at 8.92 µM. purified mABHD4, FP-Rh probe fluorescence polarization;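 active = inhibition exceeding the mean over every tested compound plus 3 SD, cut at about 30% in these data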;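 also: 0% = plate median of compound wells and 100% = S159A mutant with DMSO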
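Assay system: mouse ABHD4 enzyme, wild type / Also added: fluorescent activity-based probe FP-Rh / Doses: single nominal dose of 8.92 µM, 0.89% DMSO final / Timing: 45 min compound pre-incubation plus 60 min probe step, 25 °C / Signal: FP readout, ex 525 nm / em 598 nm / Control set: S159A mutant/DMSO as 100%, compound-well median as 0%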
ASAP1 inh – inhibitors of human ASAP1 ArfGAP activity. Q9ULH1. ASAP1-stimulated ARF1 GTP hydrolysis, GDP FP detection. inhibition, % at 16.5 µM. 360,000 tested, 0.19% active. AID 624377; in the data active = inhibition above about 25%;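 also: 0% = vehicle with enzyme and substrate and 100% = no enzyme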
Active calls of the source: *.

Screening CCCC(=O)c1c(NC(C)C)cc(C)oc1=O returned rCAG RNA binder 2, ARFGAP1 inh 12, Rev-erbA mod -8, SMARCA2 act -1, GC-B act 9, PG9 Ab binder -1.8, HTRA1 inh 2, GC-A act 6, ABHD4 inh -1 and ASAP1 inh 7.
Screening COc1ccccc1NC(=S)N(Cc1cccnc1)Cc1ccco1 returned rCAG RNA binder -2, ARFGAP1 inh 5, Rev-erbA mod 5, SMARCA2 act 4, GC-B act -4, PG9 Ab binder -0.1, HTRA1 inh 3, GC-A act -4, ABHD4 inh 8 and ASAP1 inh -14.
For O=C(N/C(=C/c1ccc(F)cc1)C(=O)N1CCOCC1)c1ccccc1 the results were rCAG RNA binder -3, ARFGAP1 inh -3, Rev-erbA mod 5, SMARCA2 act -2, GC-B act -2, PG9 Ab binder -4.0, HTRA1 inh -4, GC-A act -3, ABHD4 inh -10 and ASAP1 inh 2.
O=C(Nc1ccccc1)Nc1ccc2ccccc2n1 was read as rCAG RNA binder 2, ARFGAP1 inh 11, Rev-erbA mod -1, SMARCA2 act 5, GC-B act -4, PG9 Ab binder -0.6, HTRA1 inh -12, GC-A act -5, ABHD4 inh -14 and ASAP1 inh -5.
Screening CN(Cc1cn(C)nc1-c1ccccc1F)C1CCOC1 (configuration not stated) returned rCAG RNA binder -2, ARFGAP1 inh 4, Rev-erbA mod 10, SMARCA2 act 3, GC-B act 3, PG9 Ab binder -0.5, HTRA1 inh 4, GC-A act 3, ABHD4 inh 1 and ASAP1 inh -11.
COCCNC(=O)c1cc2c3ccccc3n(C)c2s1 was read as rCAG RNA binder 8, ARFGAP1 inh 5, Rev-erbA mod 2, SMARCA2 act 0, GC-B act -6, PG9 Ab binder -2.1, HTRA1 inh -6, GC-A act -6, ABHD4 inh -1 and ASAP1 inh -6.
Screening COc1ccccc1CC(=O)NCCN1C(=O)C2C3C=CC(C3)C2C1=O (configuration not stated) returned rCAG RNA binder 4, Rev-erbA mod 5, SMARCA2 act -3, GC-B act -2, GC-A act 3 and ABHD4 inh 0.
`Cc1ccc(C(=O)N2CCN(c3ccccc3)CC2)cc1C` gave rCAG RNA binder -7, ARFGAP1 inh 3, Rev-erbA mod -3, SMARCA2 act -2, GC-B act 5, PG9 Ab binder 1.1, HTRA1 inh -1, GC-A act 0, ABHD4 inh 2 and ASAP1 inh -7.
CC(C)N(C(=O)[C@H]1CC(CC(=O)NCCc2ccccn2)C(=O)N2CCc3c([nH]c4ccccc34)[C@]12C)C(C)C (some centres not stated) was read as rCAG RNA binder 1, ARFGAP1 inh 2, Rev-erbA mod -4, SMARCA2 act -1, GC-B act -2, PG9 Ab binder -1.1, HTRA1 inh 4, GC-A act 0, ABHD4 inh 1 and ASAP1 inh -7.
O=C(O)CCn1c(SCc2ccccc2)nc2ccccc21 was read as rCAG RNA binder 0, ARFGAP1 inh -1, Rev-erbA mod 5, SMARCA2 act 0, GC-B act 2, PG9 Ab binder -0.3, HTRA1 inh -4, GC-A act 1, ABHD4 inh 9 and ASAP1 inh -7.
`CN(CC(=O)Nc1cccc2c1CCCC2)S(=O)(=O)c1ccc(Br)cc1` gave rCAG RNA binder -4, ARFGAP1 inh 3, Rev-erbA mod 3, SMARCA2 act 0, GC-B act -1, PG9 Ab binder -1.0, HTRA1 inh 4, GC-A act -3, ABHD4 inh 5 and ASAP1 inh -4.
`CCCc1nnc(SCC(=O)Nc2ccc(Cl)cc2Cl)o1` gave rCAG RNA binder 0, ARFGAP1 inh 4, Rev-erbA mod 3, SMARCA2 act -1, GC-B act -1, PG9 Ab binder 0.4, HTRA1 inh 6, GC-A act 1, ABHD4 inh 4 and ASAP1 inh -3.

Sorted by molar mass (descending): three of the compounds above
For O=C(N/C(=C/c1ccc(F)cc1)C(=O)N1CCOCC1)c1ccccc1 the results were rCAG RNA binder -3, ARFGAP1 inh -3, Rev-erbA mod 5, SMARCA2 act -2, GC-B act -2, PG9 Ab binder -4.0, HTRA1 inh -4, GC-A act -3, ABHD4 inh -10 and ASAP1 inh 2.
O=C(O)CCn1c(SCc2ccccc2)nc2ccccc21 was read as rCAG RNA binder 0, ARFGAP1 inh -1, Rev-erbA mod 5, SMARCA2 act 0, GC-B act 2, PG9 Ab binder -0.3, HTRA1 inh -4, GC-A act 1, ABHD4 inh 9 and ASAP1 inh -7.
Screening CCCC(=O)c1c(NC(C)C)cc(C)oc1=O returned rCAG RNA binder 2, ARFGAP1 inh 12, Rev-erbA mod -8, SMARCA2 act -1, GC-B act 9, PG9 Ab binder -1.8, HTRA1 inh 2, GC-A act 6, ABHD4 inh -1 and ASAP1 inh 7.

Further compounds follow.
O=C(CN1C(=O)S/C(=C/c2ccncc2)C1=O)N1CCOCC1 was read as rCAG RNA binder -2, ARFGAP1 inh 3, Rev-erbA mod 4, SMARCA2 act -1, GC-B act -2, PG9 Ab binder -2.2, HTRA1 inh 4, GC-A act -1, ABHD4 inh 0 and ASAP1 inh -3.
`Clc1cccc(N/N=C/c2ccc(N3CCOCC3)s2)c1` gave rCAG RNA binder 10, ARFGAP1 inh 9, Rev-erbA mod -9, SMARCA2 act -1, GC-B act -14, PG9 Ab binder -3.9, HTRA1 inh 24, GC-A act -8, ABHD4 inh 10 and ASAP1 inh 14.
O=C(NNc1ccccc1)Nc1cc(Cl)ccc1Cl was read as rCAG RNA binder 2, ARFGAP1 inh 3, Rev-erbA mod 5, SMARCA2 act -4, GC-B act -7, PG9 Ab binder -4.1, HTRA1 inh -3, GC-A act -13, ABHD4 inh 2 and ASAP1 inh -19.
For COc1ccc2c(c1)CC/C(=C\c1ccc(OC)c(Cn3cccn3)c1)C2=O the results were rCAG RNA binder -2, ARFGAP1 inh 7, Rev-erbA mod 0, SMARCA2 act -1, GC-B act -3, PG9 Ab binder -1.0, HTRA1 inh -51, GC-A act -1, ABHD4 inh -17 and ASAP1 inh 14.
Screening COc1cccc(OCC(O)CN(CCO)Cc2ccccc2)c1 (configuration not stated) returned rCAG RNA binder -3, ARFGAP1 inh 4, Rev-erbA mod -1, SMARCA2 act 1, GC-B act -2, PG9 Ab binder -2.5, HTRA1 inh 3, GC-A act -3, ABHD4 inh -1 and ASAP1 inh -5.
For O=C(COC(=O)C1CCCCC1)Nc1cccc(F)c1 the results were rCAG RNA binder -1, ARFGAP1 inh -9, Rev-erbA mod 0, SMARCA2 act -3, GC-B act -1, PG9 Ab binder -0.3, HTRA1 inh 2, GC-A act 0, ABHD4 inh -13 and ASAP1 inh -1.
`CC(C)(C)c1csc(NC(=O)C2=COCCO2)n1` gave rCAG RNA binder -4, ARFGAP1 inh 4, Rev-erbA mod 2, SMARCA2 act 5, GC-B act -1, PG9 Ab binder -0.2, HTRA1 inh -1, GC-A act -1, ABHD4 inh -3 and ASAP1 inh 11.
For Cc1nc(N(C)C2CCCCC2)c2nnn(Cc3ccc(F)cc3)c2n1 the results were rCAG RNA binder 3, ARFGAP1 inh 1, Rev-erbA mod 31*, SMARCA2 act -6, GC-B act -2, PG9 Ab binder -0.6, HTRA1 inh -26, GC-A act 1, ABHD4 inh -2 and ASAP1 inh 0.
For CN(C)c1ccc([N+](=O)[O-])cc1C(=O)NCC(c1ccco1)N(C)C (configuration not stated) the results were rCAG RNA binder 0, ARFGAP1 inh 0, Rev-erbA mod -5, SMARCA2 act -2, GC-B act 5, PG9 Ab binder -1.1, HTRA1 inh -4, GC-A act 0, ABHD4 inh 0 and ASAP1 inh -8.
For CC1(C)CCCC2=C1CC1C(=O)N(N)C(=O)C1C2 (configuration not stated) the results were rCAG RNA binder -2, ARFGAP1 inh 6, Rev-erbA mod 0, SMARCA2 act -1, GC-B act 1, PG9 Ab binder -1.4, HTRA1 inh 3, GC-A act -2, ABHD4 inh -1 and ASAP1 inh 6.
C/C(=N\NC(=O)c1cccc(Cl)c1)c1cccc(NC(=O)C(C)C)c1 was read as rCAG RNA binder 1, ARFGAP1 inh 4, Rev-erbA mod 0, SMARCA2 act 3, GC-B act -5, PG9 Ab binder -0.3, HTRA1 inh -5, GC-A act -5, ABHD4 inh 2 and ASAP1 inh -2.
`Cc1cccc(C(=O)OCC(=O)N2CC(=O)Nc3ccccc32)c1C` gave rCAG RNA binder 4, ARFGAP1 inh -9, Rev-erbA mod -6, SMARCA2 act -1, GC-B act -2, PG9 Ab binder 1.9, HTRA1 inh -4, GC-A act 0, ABHD4 inh -5 and ASAP1 inh -5.
Screening COc1ccc(-c2nn(-c3ccccc3)cc2C(=O)N(C)CC(=O)Nc2ccc(N3CCOCC3)cc2)cc1 returned rCAG RNA binder 2, ARFGAP1 inh -9, Rev-erbA mod -3, SMARCA2 act -3, GC-B act -2, PG9 Ab binder -0.6, HTRA1 inh -2, GC-A act 0, ABHD4 inh 0 and ASAP1 inh 1.
`N/C(=N\OC(=O)c1cccs1)c1ccccc1` gave rCAG RNA binder -1, ARFGAP1 inh 11, Rev-erbA mod -6, SMARCA2 act 18*, GC-B act -4, PG9 Ab binder 0.5, HTRA1 inh -1, GC-A act 4, ABHD4 inh -5 and ASAP1 inh -6.
Screening CC(C)C(=O)Nc1ccc(S(=O)(=O)N2CCC(c3nc4ccccc4[nH]3)CC2)cc1 returned rCAG RNA binder -1, ARFGAP1 inh 8, Rev-erbA mod -10, SMARCA2 act 1, GC-B act 3, PG9 Ab binder -1.2, HTRA1 inh -4, GC-A act -3, ABHD4 inh -2 and ASAP1 inh -2.
CSc1ccc(CN(C)C(C)C(=O)NCC2CCCCC2)cc1 (configuration not stated) was read as rCAG RNA binder -10, ARFGAP1 inh -10, Rev-erbA mod 2, SMARCA2 act 0, GC-B act 0, PG9 Ab binder 0.1, HTRA1 inh -8, GC-A act -1, ABHD4 inh 3 and ASAP1 inh 7.
For NCCc1nnc(SCc2ccccc2)o1 the results were rCAG RNA binder 1, ARFGAP1 inh 6, Rev-erbA mod 3, SMARCA2 act -1, GC-B act 5, PG9 Ab binder 1.5, HTRA1 inh 2, GC-A act 0, ABHD4 inh 1 and ASAP1 inh 1.

Compounds shown so far that have a thiophene ring, fused or not:
COCCNC(=O)c1cc2c3ccccc3n(C)c2s1 was read as rCAG RNA binder 8, ARFGAP1 inh 5, Rev-erbA mod 2, SMARCA2 act 0, GC-B act -6, PG9 Ab binder -2.1, HTRA1 inh -6, GC-A act -6, ABHD4 inh -1 and ASAP1 inh -6.
`Clc1cccc(N/N=C/c2ccc(N3CCOCC3)s2)c1` gave rCAG RNA binder 10, ARFGAP1 inh 9, Rev-erbA mod -9, SMARCA2 act -1, GC-B act -14, PG9 Ab binder -3.9, HTRA1 inh 24, GC-A act -8, ABHD4 inh 10 and ASAP1 inh 14.
`N/C(=N\OC(=O)c1cccs1)c1ccccc1` gave rCAG RNA binder -1, ARFGAP1 inh 11, Rev-erbA mod -6, SMARCA2 act 18*, GC-B act -4, PG9 Ab binder 0.5, HTRA1 inh -1, GC-A act 4, ABHD4 inh -5 and ASAP1 inh -6.
